Bioassay records: PubChem BioAssay, several laboratories
HIV peptide binding: inhibitors of HIV fusion peptide binding, primary screen, biochemical, uHTS, fluorescence dequenching (AID 1986); cell-free peptide binding, fluorescence dequenching, 30 min; higher % means a stronger effect; inhibition, % at 20 µM; hits with a dose series show IC50 in µM; 290,000 tested, 0.3% active; in the data active = inhibition mostly above about 52%, no sharp cut-off; inactive = mostly below about 76%; also: some results filed as inactive read as strong as hits
HEK293 NOD2/NF-kB: NOD2 signaling inhibitors, cell-based, luminescence, uHTS, HEK293 (AID 1566) | HEK293 NOD2/NF-kB luciferase reporter, luminescence; higher % means a stronger effect | inhibition, % at 4 µM; hits with a dose series show EC50 in µM | 290,000 tested, 0.63% active; also: many of its hits are not listed in these tables
West Nile virus CPE: West Nile virus antiviral activity, cell-based, CPE readout (AID 1621) | West Nile virus-infected cells, CPE inhibition; higher % means a stronger effect | CPE inhibition, % at 10 µM, or IC50 in µM where a hit was titrated | 290,000 tested, 0.02% active; in the data active = a potency from the dose series; also: strong numbers were not always called active
KOR beta-arrestin-1: KOR agonists, beta-arrestin recruitment, primary screen, cell-based, luminescence, uHTS (AID 1777). KOR beta-arrestin recruitment, luminescence; higher % means a stronger effect. activation, % at 10 µM; hits with a dose series show EC50 in µM. 280,000 tested, 0.02% active; in the data active = activation above about 50%, passing the limit was not always enough; also: a part of the inactive calls stands beside numbers as strong as those of hits
AID2073: inhibitors of Mint1-CaV2.2 protein interaction, biochemical, HTRF (AID 2073); Voltage-dependent N-type calcium channel subunit alpha-1B (Homo sapiens); HTRF protein-protein interaction, Mint1-CaV2.2; higher % means a stronger effect; inhibition, % at 20 µM; hits with a dose series show IC50 in µM; 290,000 tested, 0.19% active; in the data active = inhibition mostly above about 51%, no sharp cut-off; also: some results filed as inactive read as strong as hits
Yfh1-off respiration: enhancers of respiration in Yfh1-depleted yeast, dose response, Friedreich's ataxia, plus single-dose screen (AID 1465). S. cerevisiae Yfh1-off respiration, WST-1 reduction, 72 h; higher fold induction means a stronger effect. fold induction at 50 µM; hits with a dose series show EC50 in µM. 220,000 tested, 0.074% active;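 active = fold induction of absorbance versus untreated yeast above a set limit, then at least 30% activation at any dose in follow-up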;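 also: activators that raise dye reduction in frataxin-depleted yeast; strong numbers were not always called active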
KOR beta-arrestin-2: KOR antagonists, beta-arrestin recruitment, cell-based, luminescence, uHTS (AID 1778); KOR beta-arrestin recruitment, luminescence, antagonist mode; higher % means a stronger effect; one-dose inhibition, % at 10 µM; IC50 in µM for titrated hits; Kappa-type opioid receptor (Homo sapiens); 290,000 tested, 0.091% active; also: strong numbers were not always called active
NOD1 inhibition: NOD1 signaling inhibitors, primary screen, cell-based, luminescence, uHTS (AID 1578) | NOD1-driven NF-kB luciferase reporter cells, luminescence; higher % means a stronger effect | one-dose inhibition, % at 4 µM; EC50 in µM for titrated hits | 290,000 tested, 1% active; in the data active = inhibition mostly above about 36%, no sharp cut-off; inactive = mostly below about 34%;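 also: HEK-293T reporter cells stimulated with the NOD1 agonist gamma-tri-DAP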
Dengue-2 NS5 capping: Dengue-2 NS5 methyltransferase inhibitors, primary screen, biochemical, confirmation dose response (AID 588689); Genome polyprotein (Dengue virus type 2 (strain 16681-PDK53)); Dengue-2 NS5 methyltransferase capping enzyme assay, biochemical; higher % means a stronger effect; one-dose inhibition, % at 25 µM; IC50 in µM for titrated hits; 340,000 tested, 0.3% active; in the data active = a potency from the dose series
Dengue-2 NS5 capping pilot replicate: second read-out of Dengue-2 NS5 capping, no call of its own (marks repeat the call); inhibition, %; measured here: pilot screen replicate inhibition
An asterisk follows results filed as active; i = inactive; nt = not tested or not shown; [ ] = another dose, or the depositor's remark. Rule as the data show it, unless noted: active = inhibition above about 50%; inactive = the rest. Only part of the results is shown; the hit share may differ from the screen's.

SMILES	HIV peptide binding	HEK293 NOD2/NF-kB	West Nile virus CPE	KOR beta-arrestin-1	AID2073	Yfh1-off respiration	KOR beta-arrestin-2	NOD1 inhibition	Dengue-2 NS5 capping	others
Cc1cccc(NC(=O)/C(C#N)=C/c2ccc[nH]2)c1C	0.1%	-19.9%	-0.4%	-4.6%	8.5%	nt	17.3%	-47.5%	-0.7%
O=C(CNS(=O)(=O)c1ccccc1F)Nc1ccc(N2CCOCC2)cc1	-2.3%	6.7%	-0.1%	nt	10.9%	i	3.9%	-1.3%	1.3%
Cc1ccccc1N(C(=O)c1snc(C(N)=O)c1N)C(C(=O)NCc1ccccc1)c1ccc(O)cc1 (configuration not stated)	-0.4%	19.5%	0.5%	-3.4%	20.4%	nt	-9.4%	-5.7%	-6.6%
CNC(=S)NC12CC3CC(CC(C3)C1)C2	-0.2%	-5.2%	-1.1%	-0.9%	-4.1%	i	-40.9%[20 µM]	-27.6%	-10.3%
Cc1nnc(SCC(=O)N2CCCCC2)s1	1.3%	1.4%	0.2%	5.1%	2.9%	i	-12.3%	-32.6%	-4.8%
CCc1nnc(NC(=O)CSc2nnc(-c3ccccc3OC)n2-c2ccc(C)cc2)s1	-2.2%	12.2%	-0.1%	-4.4%	-3.1%	i	3.4%	-46.9%	-4.8%
Cc1ccc(S(=O)(=O)N(CC(=O)NC2CC2)c2ccc(C)c(Cl)c2)cc1	0.4%	16.1%	-0.3%	-0.1%	0.7%	nt	20.6%	-14.9%	-4.2%
Cc1ccc(S(=O)(=O)Cc2ccc(C(=O)NC3CCCC3)o2)cc1	1.4%	17.9%	0.0%	1.2%	4.1%	nt	10.1%	28.5%	0.9%
COC(=O)c1ncccc1SC	1.3%	14.9%	0.6%	8.2%	2.3%	i	nt	-9.8%	9.1%
CCC(C)C(NC(=O)OC(C)(C)C)C(=O)NC(Cc1ccccc1)C(=O)OC (configuration not stated)	2.6%	17.7%	0.4%	-0.5%	15.0%	i	24.7%	-23.5%	-4.8%
Cc1ccc(C(=O)O/N=C(\N)Cc2cccs2)cc1[N+](=O)[O-]	-0.9%	-20.4%	-0.6%	4.4%	6.4%	nt	-8.6%	-32.2%	-0.7%
C/C(=N/NC(=O)CN1CCN(S(=O)(=O)c2ccc(Br)cc2)CC1)c1ccncc1	1.4%	3.9%	-0.1%	2.3%	-0.7%	i	-27.8%	5.0%	-3.8%
O=C(NC1CCCCC1)c1ccccc1-c1ccccc1	-0.7%	14.3%	-1.1%	-3.4%	3.3%	i	-31.2%	-5.7%	0.7%
CCOC(=O)c1sc(NC(=O)C(OC(C)=O)c2ccccc2)nc1C (configuration not stated)	0.1%	-19.4%	-0.3%	-1.6%	3.5%	i	9.3%	-23.5%	-7.0%
COc1cc(CCNC(=O)c2ccccc2NC(=O)C2=C(C)OCCS2)cc(OC)c1OC	-0.9%	33.2%	0.2%	-3.2%	18.3%	nt	-8.2%	17.9%	8.2%
COc1ccccc1S(=O)(=O)Cc1ccc(C(=O)NC2CCCCCC2)o1	1.5%	14.3%	-0.3%	-7.7%	4.8%	nt	1.8%	3.3%	-3.5%
NS(=O)(=O)c1ccc(CCNc2nc(CN3CCOCC3)nc3sc4c(c23)CCC4)cc1	0.0%	22.4%	0.2%	1.7%	-0.5%	i	-8.2%	-29.9%	-8.3%
COc1cccc(C(=O)NCC(C)(C)SCc2ccc(F)cc2)c1	-3.3%	-19.0%	-0.1%	2.2%	7.3%	nt	8.9%	10.2%	-3.3%
CCCN1CCN(C(=O)CS(=O)(=O)Cc2nc(-c3cccc(OC)c3)oc2C)CC1	-0.4%	-2.6%	-0.1%	0.7%	5.0%	nt	-43.9%	4.3%	-1.4%
N#C/C(=C(/O)CSc1ccccc1C(=O)O)c1nc2ccccc2s1	0.3%	-2.0%	0.0%	-2.0%	-9.3%	i	-19.2%	-2.9%	40.0%
COc1ccc(S(=O)(=O)N2CCSC2C)cc1C (configuration not stated)	-1.9%	-9.0%	-0.8%	-10.3%	12.5%	nt	4.4%[20 µM]	11.3%	0.0%
O=C(CSc1ccc(-c2cccs2)nn1)c1cccs1	1.5%	-31.6%	-0.6%	2.8%	-22.6%	i	-7.7%	-40.9%	-3.0%
CN(C)S(=O)(=O)N1CCC(n2nccc2NC(=O)CCCc2ccccc2)CC1	-2.0%	0.2%	-0.8%	-2.1%	3.3%	nt	-14.5%	-20.9%	0.0%
c1cc2c(cc1C1=Nn3c(nnc3C3CCCCC3)SC1)OCO2	-2.5%	-14.5%	0.3%	3.9%	-0.1%	i	-75.0%	-0.5%	-1.0%
CCOc1ncccc1C(=O)N1CCN(c2cc(Cl)ccc2C)CC1	-0.8%	-4.2%	-1.3%	1.6%	-0.8%	i	-89.8%	-13.8%	-3.7%
Cc1[nH]c2ccccc2c1SCC(=O)NNC(=O)Nc1ccc(OC(F)(F)F)cc1	0.0%	-5.1%	-0.6%	-2.3%	5.6%	i	-2.4%	-12.4%	3.1%
COc1ccc(CCNC(=O)COC(=O)c2cnc(C)cn2)cc1OC	-3.1%	4.2%	-0.3%	-1.3%	5.8%	i	10.5%	4.1%	-0.7%
S=C(NCc1ccccc1)Nc1cccc2cnccc12	-0.2%	52.6%*	-1.6%	-0.1%	-3.7%	nt	-50.3%	41.4%	1.6%
CC(CN1CCCC1)OC(=O)c1ccccc1Cl (configuration not stated)	1.2%	-4.0%	0.8%	2.1%	4.7%	nt	-5.2%	-11.4%	1.4%
CC(=O)c1cc(F)c(N2CCN(C(=O)COc3ccc(F)cc3)CC2)cc1C	-1.3%	1.7%	-1.0%	-4.6%	12.4%	i	-2.1%	-37.7%	0.8%
Cn1c(CNC(=O)c2ccccc2)nnc1SCC(=O)Nc1nccs1	-1.1%	4.6%	0.1%	-4.1%	-7.3%	i	3.5%[20 µM]	-25.6%	-8.2%
O=C(CCN1C(=O)C2C3C=CC(C3)C2C1=O)NCCc1ccccc1Cl (configuration not stated)	0.6%	7.9%	-0.6%	-4.9%	0.9%	i	15.4%	-15.9%	-4.0%
Cc1nn(CCOc2ccccc2Cl)c(C)c1[N+](=O)[O-]	-2.6%	-1.7%	-0.4%	-3.6%	-13.3%	nt	0.9%	-24.4%	-5.7%
Cc1cccc(N2CCN(C(=O)c3cccc(N4C(=O)C5CC=CC(C)C5C4=O)c3)CC2)c1C (configuration not stated)	2.7%	16.2%	-0.3%	-1.6%	10.5%	i	-13.0%	3.6%	0.0%
Cc1cc(-c2[nH]nc3c2C(c2ccsc2)C(C#N)=C(N)O3)c(C)s1 (configuration not stated)	10.5%	3.6%	0.8%	3.7%	9.4%	i	-8.7%	-19.0%	7.0%
Cc1ccc(C(C)NC(=S)NC2CCCCC2)cc1C (configuration not stated)	-2.9%	nt	-0.9%	5.3%	11.4%	nt	-32.1%	nt	-3.4%
COc1ccc(-c2nnn(CC(=O)N3CCN(c4ccc(F)cc4)CC3)n2)cc1	-2.0%	9.7%	0.0%	0.6%	21.3%	i	9.4%	3.7%	-9.5%
O=C(NCc1ccco1)c1cc(-c2cccnc2)nc2ccc(Cl)cc12	3.9%	-4.0%	0.3%	-2.3%	5.1%	i	16.2%	-13.8%	9.7%
Cc1cc(C(=O)NNc2c(Cl)cccc2Cl)no1	0.9%	-26.9%	1.1%	0.3%	24.4%	i	-24.1%	-13.8%	-3.9%
COc1ccc(NS(=O)(=O)c2ccc3oc4ccccc4c3c2)cn1	2.8%	44.6%	-0.1%	0.7%	8.7%	i	-23.9%	56.6%	-3.4%
Cc1cc(=O)c2cc(NC(=O)c3ccccc3Cl)ccc2[nH]1	1.3%	-2.2%	0.0%	-1.0%	6.2%	nt	1.4%[20 µM]	-36.6%	nt
CCC1CCCCN1CCCNC(=O)CN1C(=O)COc2ccc(S(=O)(=O)N3CCC(C)CC3)cc21 (configuration not stated)	2.6%	17.7%	0.1%	4.4%	5.8%	nt	-12.7%	9.7%	-1.8%
COc1ccc2[nH]c(-c3ccccc3)cc2c1	-0.7%	-200.4%	-0.9%	3.8%	28.6%	i	35.2%	-11.7%	7.8%
O=C(CC1NC(=O)NC1=O)Nc1ccc(Cl)cc1 (configuration not stated)	-1.5%	13.2%	0.5%	-5.7%	-2.9%	i	10.6%	25.5%	-8.2%	Dengue-2 NS5 capping pilot replicate=-2.4
CCn1nc(C(=O)OCC(=O)NC(C)C)c2ccccc2c1=O	-0.6%	14.5%	0.3%	-6.5%	10.0%	i	7.9%	-21.2%	nt

The final five records of the section above lead into the next:
SMILES	HIV peptide binding	HEK293 NOD2/NF-kB	West Nile virus CPE	KOR beta-arrestin-1	AID2073	Yfh1-off respiration	KOR beta-arrestin-2	NOD1 inhibition	Dengue-2 NS5 capping	others
Cc1cc(=O)c2cc(NC(=O)c3ccccc3Cl)ccc2[nH]1	1.3%	-2.2%	0.0%	-1.0%	6.2%	nt	1.4%[20 µM]	-36.6%	nt
CCC1CCCCN1CCCNC(=O)CN1C(=O)COc2ccc(S(=O)(=O)N3CCC(C)CC3)cc21 (configuration not stated)	2.6%	17.7%	0.1%	4.4%	5.8%	nt	-12.7%	9.7%	-1.8%
COc1ccc2[nH]c(-c3ccccc3)cc2c1	-0.7%	-200.4%	-0.9%	3.8%	28.6%	i	35.2%	-11.7%	7.8%
O=C(CC1NC(=O)NC1=O)Nc1ccc(Cl)cc1 (configuration not stated)	-1.5%	13.2%	0.5%	-5.7%	-2.9%	i	10.6%	25.5%	-8.2%	Dengue-2 NS5 capping pilot replicate=-2.4
CCn1nc(C(=O)OCC(=O)NC(C)C)c2ccccc2c1=O	-0.6%	14.5%	0.3%	-6.5%	10.0%	i	7.9%	-21.2%	nt
Cc1cc(Nc2cc(Cl)cc(Cl)c2)nc(N)n1	0.1%	-2.8%	-0.9%	5.7%	-13.3%	i	-68.8%	2.2%	-5.4%
C/C(N)=C(/C#N)C(=O)CSc1nc2scc(-c3ccccc3)c2c(=O)n1C	0.6%	24.9%	-0.6%	-3.5%	22.4%	i	10.2%	2.1%	-5.9%
CC(=O)Nc1ccc(Oc2ccc(NC(C)=O)c(NC(C)=O)c2)cc1	0.5%	8.0%	0.0%	-2.7%	-3.9%	i	-0.2%	-36.6%	-1.6%
Cc1nn(CC(=O)NCc2ccc(-n3cccn3)cc2)c(C)c1[N+](=O)[O-]	-0.4%	1.4%	-0.4%	-0.2%	-1.6%	i	-11.5%	-38.9%	-5.8%
Cn1cccc1C(=S)N1CCOCC1	1.4%	6.5%	0.2%	0.2%	-22.4%	i	17.1%	nt	5.6%
Cc1ccc(C(=O)OCC2OC3OC(C)(C)OC3C2O)cc1 (configuration not stated)	0.1%	-2.2%	-0.2%	3.5%	36.9%	i	9.6%	-40.2%	-1.9%
COc1ccc(OC)c(NC(=O)CN2CCC(C(=O)c3ccc(C)cc3)CC2)c1	0.4%	-7.6%	0.1%	1.5%	15.2%	i	-10.5%	2.1%	-6.4%
COCCNc1nc(-c2ccc(OC)cc2)c(-c2ccc(OC)cc2)s1	-0.4%	-0.9%	-0.7%	3.5%	-9.2%	i	-36.7%	14.4%	3.8%
